# FLuc inh counter: Photinus pyralis luciferase inhibition counter-screen. inhibition, % at 10 µM. ATPLite firefly luciferase biochemical luminescence, 10 min. 200,000 compounds, 1.5% hits. P08659. AID 1006;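 active means inhibition above about 50% when tested at 10 µM, limit read from the data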
# Target sequence (P08659 whole entry, looked up): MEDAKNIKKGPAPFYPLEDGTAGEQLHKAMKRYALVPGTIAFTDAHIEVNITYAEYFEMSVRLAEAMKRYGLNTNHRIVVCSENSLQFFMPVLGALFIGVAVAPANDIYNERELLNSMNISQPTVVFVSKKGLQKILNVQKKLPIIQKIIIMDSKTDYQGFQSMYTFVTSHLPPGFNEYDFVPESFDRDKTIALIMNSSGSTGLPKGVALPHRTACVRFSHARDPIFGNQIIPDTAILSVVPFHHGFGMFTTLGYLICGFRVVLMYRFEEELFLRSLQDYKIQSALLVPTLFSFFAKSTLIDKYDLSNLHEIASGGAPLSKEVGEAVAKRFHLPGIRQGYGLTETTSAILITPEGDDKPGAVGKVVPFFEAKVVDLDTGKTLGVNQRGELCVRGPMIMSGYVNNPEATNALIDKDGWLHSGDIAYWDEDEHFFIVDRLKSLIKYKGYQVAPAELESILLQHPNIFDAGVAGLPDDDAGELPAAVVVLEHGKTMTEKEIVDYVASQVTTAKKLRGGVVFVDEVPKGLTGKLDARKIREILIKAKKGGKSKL
# TNAP inh noacc: inhibitors of human TNAP without phosphate acceptor; AID 1012; inhibition, % at 20 µM; purified TNAP, CDP-star luminescence, 30 min; 200,000 compounds, 0.26% hits; P05186;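 active means tissue-nonspecific alkaline phosphatase inhibition above about 50% at 20 µM in the single-dose screen, limit read from the data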;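 further: 0% = DMSO negative control and 100% = EDTA positive control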
# Target sequence (P05186 whole entry, looked up): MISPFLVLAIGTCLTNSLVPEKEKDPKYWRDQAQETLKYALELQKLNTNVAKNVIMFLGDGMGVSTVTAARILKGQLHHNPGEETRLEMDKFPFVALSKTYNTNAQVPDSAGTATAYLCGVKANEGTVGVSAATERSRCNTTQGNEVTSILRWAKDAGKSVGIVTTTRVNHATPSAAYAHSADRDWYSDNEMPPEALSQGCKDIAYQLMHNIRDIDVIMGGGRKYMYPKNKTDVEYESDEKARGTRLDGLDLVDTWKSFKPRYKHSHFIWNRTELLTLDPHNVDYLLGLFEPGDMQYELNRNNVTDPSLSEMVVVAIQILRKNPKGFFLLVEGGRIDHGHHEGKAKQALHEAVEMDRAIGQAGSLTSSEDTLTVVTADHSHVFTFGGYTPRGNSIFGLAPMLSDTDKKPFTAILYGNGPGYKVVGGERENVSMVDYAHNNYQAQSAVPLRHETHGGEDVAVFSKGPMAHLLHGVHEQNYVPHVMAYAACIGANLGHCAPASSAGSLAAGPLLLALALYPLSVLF
# APP transl inh: APP translation inhibition; SH-SY5Y APP 5'UTR-luciferase reporter, luminescence; inhibition, % at 2 µM; 190,000 compounds, 0.82% hits; AID 1285;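 active means inhibition above a set limit, derived from the sample mean plus 3 SD, cut at about 45% in these data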; further: values of inactives mirror those of a sister screen read the other way
# bIAP activator: intestinal alkaline phosphatase (bovine) activation. purified bovine IAP, CDP-star luminescence, 30 min; stronger effect = higher value; fold of DMSO-control signal, blank-subtracted. activation factor at 20 µM. 200,000 compounds, 0.17% hits;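 active means activation factor of 2 or more at 20 µM, a signal rise over negative controls twice the positive control's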
# TNAP act hiacc: TNAP (human) activation, high acceptor; P05186; purified TNAP, CDP-star luminescence, 1 M DEA, 30 min; stronger effect = higher value; 0 = EDTA background, 1 = DMSO-only activity; activation factor at 20 µM; 200,000 tested, under 10 active; AID 1136;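 active means activation factor at least 2 at 20 µM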
#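 Measured by: Luminescent substrate turnover signal | Test system: Human TNAP | Input: TNAP 1/800 final | Dosing: 20 µM single point | Schedule: 30 min, room temperature | Controls: EDTA wells as negative control, DMSO wells as positive control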
# bIAP inh: intestinal alkaline phosphatase (bovine) inhibition. purified bovine IAP, CDP-star luminescence, 30 min. inhibition, % at 20 µM. 190,000 tested, under 10 active. AID 1019;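 active means over 50% inhibition of intestinal alkaline phosphatase at 20 µM in the single-dose screen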
#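 Assay system – bovine IAP enzyme · Quantity – bovine IAP at 1/65,000,000 final dilution · Detection – CDP-star luminescence signal · Times – 30 min reaction at room temperature · Also added – CDP-star substrate at 30 µM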
# RAM network inh: yeast RAM network inhibition. S. cerevisiae dse1pr::URA3 reporter, 5-FOA growth OD615, 2 d; analog-sensitive cbk1-as2 kinase mutant strain. inhibition, % at 50 µM. 190,000 compounds, 1.8% hits. AID 868;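 active means inhibition above a set limit, 3 SD over mean compound inhibition, cut at about 8.4% in these data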;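 further: 0% = DMSO-only wells with no growth and 100% = 10 µM 1-NA-PP1 full growth; inhibition rescues growth on 5-FOA so higher OD means more RAM inhibition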
# TNAP inh hiacc: blocks human TNAP under high phosphate acceptor concentration; P05186; purified TNAP, CDP-star luminescence, 1 M DEA; inhibition, % at 20 µM; 200,000 compounds, 0.03% hits;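 active means over 50% inhibition of tissue-nonspecific alkaline phosphatase at 20 µM in the single-dose screen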;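 further: plate controls were DMSO wells for no effect and EDTA-quenched wells as full inhibition for full effect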
# L major viab: reduces viability of Leishmania major promastigotes; resazurin fluorescence viability; inhibition, % at 10 µM; 200,000 compounds, 9% hits; in the data active means inhibition above about 50%;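 further: promastigotes grown with compound for 44 hours at 28 °C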
# FLuc act counter: firefly luciferase counter-screen for stimulation assays; P08659; ATPlite luciferase biochemical, luminescence, 10 min; 0 = ATP-free wells, 1 = DMSO control; activation factor at 10 µM; 200,000 tested, under 10 active;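 active means luciferase activation factor, scaled between plate controls, of at least 2 with compound at 10 µM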
#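 Assay system: Luciferase/luciferin detection reagent, cell-free biochemical luciferase assay / Read-out: luciferase activation / Benchmarks: No-ATP low control, compound-free enzyme-plus-ATP high control / Medium: PBS buffer for ATP / Detection: luminescence measurement of luciferase light output / Schedule: 10 min at ambient temperature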
# Numbers without * were called inactive; x = not tested or not shown.
SMILES,FLuc inh counter,TNAP inh noacc,APP transl inh,bIAP activator,TNAP act hiacc,bIAP inh,RAM network inh,TNAP inh hiacc,L major viab,FLuc act counter
COc1ccc(NC(=O)C(NC(=O)c2ccc(=O)[nH]c2)c2ccc(C)cc2)cc1 (stereo not given),-7.4,-14.0,6.1,1,1.1,1.4,1.7,-6.8,8.3,1.1
COc1ccc(C2CC(=O)c3c(C)nc(N4CCN(Cc5ccccc5)CC4)nc3C2)cc1OC (stereo not given),2.1,-5.3,1.0,1.1,1,-7.0,-0.1,-1.1,32.6,1
CCOc1ccc(CN2C(=O)c3ccccc3C2C(=O)NCc2cccnc2)cc1 (stereo not given),-2.6,-8.6,-8.3,1,1,1.1,0.3,0.6,-1.0,1
Cc1ccc(Nc2nc(N/N=C\c3ccc4c(c3)OCO4)nc(N3CCOCC3)n2)cc1,-4.6,-23.1,16.4,1,1.1,2.3,0.4,-5.2,54.0*,1
O=S(=O)(N/N=C/c1ccccc1F)c1ccccc1,-5.8,-1.2,-0.5,0.9,1,10.3,-0.6,-0.5,-7.1,1.1
Oc1ccc(C[C@H]2CNC(=S)N2CCc2cc(C(F)(F)F)cc(C(F)(F)F)c2)cc1,-4.5,4.6,13.7,0.7,1,32.6,4.4,0.3,5.9,1
Cc1ccc(NC(=O)C(=O)NNC(=O)c2cccs2)cc1,1.1,-84.1,-14.2,1.3,1,-34.9,0.7,-4.7,7.0,1
O=C(NC(NC(=S)Nc1ccccc1C(=O)O)C(Cl)(Cl)Cl)c1ccccc1 (stereo not given),-8.7,-0.2,0.2,1.1,1,-6.2,3.0,0.6,-6.3,1.1
COC(=O)[C@H]1C[C@@H]1[C@H](NC(=O)[C@H]1C[C@@H]1[C@H](NC(=O)OCc1ccccc1)c1ccccc1)c1ccccc1,1.4,-22.9,7.1,1.3,1.1,-29.1,5.0,-7.9,2.9,1
Cc1nc(S/C(=C/c2ccc(OCc3ccc(C(=O)O)cc3)cc2)C(=O)O)n[nH]1,-4.6,-99.4,13.4,1.2,1,-16.5,0.8,-4.8,4.2,1
Cc1csc2cc(-c3cccc([N+](=O)[O-])c3)c(-c3cccc([N+](=O)[O-])c3)c[n+]12,-2.3,2.6,-0.7,0.8,0.9,19.0,1.2,5.7,47.9,1
O=C1CCCN1c1ccc(CNS(=O)(=O)c2ccc(F)cc2)cc1,-2.6,-9.4,4.7,0.9,1,7.1,0.8,-2.1,-1.9,1
Fc1cc(Br)ccc1NC(=S)NCCc1ccccc1,-0.6,-2.6,-41.6,0.9,1,8.1,-0.9,-1.0,20.9,1
CCN1CCN(c2cc(C)c3cc(NC(=S)N4CCCCC4)ccc3n2)CC1,-7.5,-3.3,-31.7,1,1.1,-3.6,-0.7,-6.0,57.7*,1.1
Cc1cc(C)nc(SCC(=O)n2c3c(c4ccccc42)CCCC3)n1,-6.0,-22.0,-2.2,0.9,1,6.8,4.4,-3.8,-2.5,1.1
Cc1ccc(C(=O)N2CCN(C(=O)c3ccccc3)C2c2ccc(N(C)C)cc2)cc1 (stereo not given),-3.1,-15.8,7.6,0.9,1,6.0,-0.1,2.7,49.5,1
Cc1ccn2c(C(=O)NN=C3CCCCCCC3)c(C)nc2c1,-2.8,-34.0,16.9,1.3,1.1,-29.8,-0.4,-10.2,7.7,1
COc1ccccc1N1CCN(C(=S)Nc2ccc(S(=O)(=O)N3CCOCC3)cc2)CC1,-5.3,-5.0,2.9,0.9,1,10.1,1.6,-4.2,71.4*,1.1
COC(=O)c1[nH]c2ccc(Br)cc2c1NC(=O)CN1CCCCC1CCO (stereo not given),-5.1,-3.6,-12.3,1.1,1,-8.7,0.8,0.8,-1.7,1.1
COC(=O)C1C2CCC(C2)C1C(=O)OCC(=O)c1ccccc1 (stereo not given),-1.9,-9.9,-17.2,0.9,1.1,9.1,1.5,-5.2,-3.4,1

# Quoted at random: 3 records from the list
SMILES,FLuc inh counter,TNAP inh noacc,APP transl inh,bIAP activator,TNAP act hiacc,bIAP inh,RAM network inh,TNAP inh hiacc,L major viab,FLuc act counter
Fc1cc(Br)ccc1NC(=S)NCCc1ccccc1,-0.6,-2.6,-41.6,0.9,1,8.1,-0.9,-1.0,20.9,1
Cc1ccn2c(C(=O)NN=C3CCCCCCC3)c(C)nc2c1,-2.8,-34.0,16.9,1.3,1.1,-29.8,-0.4,-10.2,7.7,1
COc1ccc(NC(=O)C(NC(=O)c2ccc(=O)[nH]c2)c2ccc(C)cc2)cc1 (stereo not given),-7.4,-14.0,6.1,1,1.1,1.4,1.7,-6.8,8.3,1.1

# New compounds follow:
SMILES,FLuc inh counter,TNAP inh noacc,APP transl inh,bIAP activator,TNAP act hiacc,bIAP inh,RAM network inh,TNAP inh hiacc,L major viab,FLuc act counter
COc1ccc(S(=O)(=O)N2CCOCC2)cc1C(C)C,-3.9,-9.6,-11.2,0.9,1,5.8,0.4,-0.8,3.8,1
CCC(=O)Nc1cccc(-c2nnc(SCC(=O)NCc3ccco3)n2C)c1,-7.6,-11.9,1.3,1,1,1.7,1.6,-4.3,-3.9,1.1
CSc1ccccc1C(=O)OCC(=O)NC1CCS(=O)(=O)C1 (stereo not given),-4.4,-8.5,4.3,1,1.1,4.9,2.8,-7.4,-3.9,1
CCOc1ncccc1C(=O)OCC(=O)Nc1ccc(C(C)C)cc1,-7.5,-5.8,9.3,1,1,3.5,1.2,-2.9,-4.8,1.1
O=C(O)c1ccc(Sc2nnc(-c3cccc(Br)c3)o2)c([N+](=O)[O-])c1,-2.8,-6.3,6.0,0.9,1.1,10.3,4.8,-5.7,-17.3,1
CCOc1ccc(C2CC(c3ccc(F)cc3)n3ncnc3N2)cc1 (stereo not given),-11.7,-0.2,-12.6,0.9,1,10.0,-0.3,-1.7,-5.9,1.1
Cc1ccc(-n2c(=O)cc(N3CC(C)CC(C)C3)[nH]c2=O)cc1 (stereo not given),-2.1,5.6,-2.3,0.9,1,8.3,3.2,0.3,-6.4,1
O=C(c1ccc(C(F)(F)F)cc1)C1CCCN(C(=O)c2cnccn2)C1 (stereo not given),-1.8,-4.2,13.9,0.9,1.1,8.1,-1.3,-5.1,-6.7,1
COC(=O)c1nc2nc(-c3cccs3)cc(C(F)(F)F)n2n1,0.9,23.7,-25.5,1,1,-2.8,1.5,0.9,-2.9,1
CC(=O)Nc1ccc(OS(=O)(=O)c2ccc(C(C)(C)C)cc2)cc1,-6.7,-1.4,2.0,1,1.1,3.9,2.6,-7.0,5.1,1.1
C=CCC(CC=C)(NC(=O)c1ccccc1C(=O)O)c1ccccc1,-2.7,-5.6,23.9,0.8,1,19.4,-0.7,-3.0,27.4,1
CCCc1c(C)nn(-c2ncccc2[N+](=O)[O-])c1C,-2.6,-13.2,-12.9,1.1,1,-9.4,-0.7,-3.5,-4.8,1
COc1ccc(NC(=O)CNCCC2=CCCCC2)cc1,-6.0,-7.1,-15.6,1,1,1.6,-0.7,-2.2,-1.2,1.1
COC(=O)CCC(=O)NNC(=O)CCC(=O)Nc1cccc(Cl)c1C,-3.6,-9.6,11.9,1.1,1,-7.4,0.4,-4.0,1.7,1
Cc1ccc(NC(=O)Nc2ncccc2C)cc1,26.0,11.5,-56.0,1,1.1,4.2,-0.7,-5.9,-0.2,0.7
O=C(COc1ccc(-c2ccccc2)cc1)N1CCN(S(=O)(=O)Cc2ccccc2)CC1,-0.9,11.2,21.4,1,1,1.3,4.5,0.6,-3.4,1
CC1(C)O[C@@H]2C[C@H]3[C@@H]4CCC5=CC(=O)C=C[C@]5(C)[C@@]4(F)[C@@H](O)C[C@]3(C)[C@]2(C(=O)CO)O1,2.3,-4.1,-105.6,0.8,1,15.4,-0.5,1.4,11.8,1
COc1ccc(Oc2c(O)c3ccccc3n(C)c2=O)cc1,-3.4,-5.6,1.2,0.9,1,7.6,4.1,-0.2,-9.0,1
CCN(c1ccc(NC(=O)CCNC(=O)c2ccco2)cc1)C(C)C,-4.2,-5.8,-9.8,0.9,1,9.2,0.9,3.2,54.3*,1
COc1ccc(/C(O)=C2\C(=O)C(=O)N(Cc3ccco3)C2c2cc(OC)ccc2OC)cc1 (stereo not given),-2.3,-2.6,0.3,1,1,4.8,4.0,2.4,-6.0,1
Cc1ccc(OCCCNCCO)c(Br)c1,-7.3,5.9,-5.1,1.1,1.1,-7.8,-0.3,-5.8,72.7*,1.1
Cn1ncc(N=Cc2ccccc2O)c1C(=O)Nc1ccccc1,-9.3,2.8,-1.0,0.9,1,7.6,0.7,-3.6,-4.3,1.1
CC(C)NC(=O)CSc1nncn1-c1ccccc1,-1.7,-13.3,6.1,1.1,1.1,-5.3,0.1,-6.7,-5.6,1
COc1cc(C)c(S(=O)(=O)n2nnc3ccccc32)cc1C,-5.8,-7.4,2.1,1,1.1,0.3,1.8,-6.2,0.0,1.1
O=C(CCN1C(=O)c2ccccc2C1=O)C1=NN[C@@H]2C(=O)N(c3cccc(F)c3)C(=O)[C@H]12,-4.8,-6.4,1.6,0.4,1,x,5.1,-3.2,-3.4,1
CCOC(=O)CNC(=O)CSc1nnc(-c2cccc(C)c2)n1-c1ccc(OC)cc1,0.3,-10.6,-4.3,1.2,1,-20.6,0.5,2.1,18.4,1
CCNc1ccc(C(=O)OCC(=O)NCc2ccccc2Cl)cc1[N+](=O)[O-],0.3,4.8,-11.9,0.8,0.9,15.6,1.6,8.3,-5.4,1
CCCc1nnc(SCc2ccc(C(=O)OC)o2)n1N,-1.5,-1.4,33.0,0.9,1.1,8.7,2.7,-6.0,0.2,1
O=C1CCCC2=C1C(c1ccccn1)Nc1ccc(C(=O)c3ccccc3)cc1N2 (stereo not given),-4.5,-4.8,-4.2,1.1,1,-5.9,3.9,2.1,67.0*,1
COc1ccc(-c2cc(C(F)(F)F)n3ncc(C(=O)NCC4CCCO4)c3n2)cc1 (stereo not given),-4.1,-15.6,4.1,1.1,1,-6.6,2.6,-3.5,11.9,1
Cc1cc2c(c(=O)o1)C(c1cccs1)C(C#N)=C(N)O2 (stereo not given),2.1,-26.8,-7.1,0.7,1,26.3,0.3,3.8,61.5*,1
C[C@H](NC(=O)c1ccccc1Cl)C(=O)NCc1cccs1,-6.0,-9.0,-19.3,1,1,0.6,1.9,-2.1,-4.4,1.1
N#Cc1sc2nc(-c3ccccc3)cc(-c3ccco3)c2c1N,-6.7,-7.3,17.3,0.9,1,11.3,2.9,3.1,-6.4,1.1
CCN1CCN(C(=O)c2cc3cc4ccc(OC)cc4nc3s2)CC1,0.9,-3.9,-14.2,0.9,1,6.4,0.8,1.5,39.9,1
Oc1ccc(Cl)cc1-c1cc(-c2ccccc2)n[nH]1,-3.4,-90.2,-35.7,1.1,1,-5.7,4.7,2.1,16.8,1
O=C(Oc1ccc(C(=S)N2CCCCC2)cc1)c1ccccc1F,3.1,-11.3,-5.1,1.2,1.1,-18.9,2.1,-6.7,-8.8,1
Cc1ccc(-c2nc(Cl)nc3ccccc23)cc1,-7.9,-13.2,-2.1,1,1,-2.5,0.0,-3.4,8.3,1.1
